aSyn yeast inh = alpha-synuclein toxicity inhibition in yeast. hit rate 0.14% among 370,000. Yeast expressing alpha-synuclein, growth rescue, BacTiter-Glo, 24 h. Potency, µM (titrated, usually from 46.1 µM), inactives show at the highest dose growth rescue (activation), usual class: activators. AID 652106; note: potency is the fitted concentration of half-maximal effect; % of control where 0% means no effect; nearly all actives have a fitted effect of over 65% in size
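Screening used galactose-induced yeast with toxic alpha-synuclein levels, exposed to compound for 24 hr at 30 deg C. Cell growth, read with BacTiter-Glo luminescence, gave the measured signal.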
TDP43 rescue = TDP-43 toxicity inhibition in yeast | TDP-43 expressing yeast growth rescue, BacTiter-Glo, 24 h | Potency, µM (highest dose often 46.1 µM), for the others: at the highest dose growth rescue (activation), actives largely listed as activators | hit rate 1.8% among 410,000; note: potency is the fitted concentration of half-maximal effect; % of control where 0% means no effect; nearly all actives have a fitted effect of over 50% in size
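Yeast cells expressing TDP-43 under galactose induction are exposed to compounds for 24 hr at 30 deg C. BacTiter-Glo luminescence measures growth, so protective compounds score as activators.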
GLP1R ag = activates the human GLP-1 receptor | P43220 | HEK293 GLP-1R CRE-luciferase, luminescence, 4-6 h; cells express a hypersensitive GLP-1R form | Potency, µM (top dose mostly 45.6 µM), for inactives: top-dose activation, hits mostly activators | hit rate 0.007% among 380,000; note: potency is the fitted concentration of half-maximal effect; % of control where 0% means no effect
Akt phos inh = inhibitors of Akt phosphorylation; activity change, % for hits at 50 µM; Neuro2A IGF-stimulated pAkt S473 HTRF, 20 min; active compounds read low; hit rate 0.32% among 360,000; AID 651550; in the data active = activity change below about -80%; inconclusive = mostly about -51% to -80%; note: % is set by controls: 0 for no effect and ±100 for the full control effect
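Single-point screen (50 µM final compound) in Neuro2A cells stimulated 20 min with 6 nM IGF at 37 deg C. After lysis, Ser473-phosphorylated Akt read by HTRF (ex 330 nm, em 615/665 nm) as the 665/615 ratio.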
GLP1R inv ag = inverse agonists of human GLP-1 receptor; Potency, µM (top dose mostly 38.3 µM), inactives show at the highest dose activity change, negative = inhibition, usual class: inhibitors; P43220; AID 624417; HEK293 GLP-1R CRE-luciferase, luminescence, 24 h; GLP-1R form is constitutively active; hit rate 1.6% among 410,000; note: potency is the fitted concentration of half-maximal effect; % is set by controls: 0 for no effect and ±100 for the full control effect; nearly all actives have a fitted effect of over 55% in size
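Assay principle: reduced luminescence from a cAMP-responsive reporter in HEK293 cells co-expressing a constitutively active GLP-1R. Conditions: 24 hr compound incubation, 37 deg C, 5% CO2.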
PTHR1 agonist = agonists of human PTHR1 parathyroid hormone receptor; Q03431; HEK293 GP2 PTHR1 cells, GloSensor cAMP luminescence, 1 h; Potency, µM (series often up to 115 µM), for the others: at the top dose activation, most hits filed as activators; hit rate 0.075% among 410,000; AID 743266; note: potency is the fitted concentration of half-maximal effect; nearly all actives have a fitted effect of over 55% in size; some results filed as inactive show a strong effect at the top dose; inactives centre near -15; many of its hits are not listed in these tables
Target sequence (Q03431 whole entry, looked up): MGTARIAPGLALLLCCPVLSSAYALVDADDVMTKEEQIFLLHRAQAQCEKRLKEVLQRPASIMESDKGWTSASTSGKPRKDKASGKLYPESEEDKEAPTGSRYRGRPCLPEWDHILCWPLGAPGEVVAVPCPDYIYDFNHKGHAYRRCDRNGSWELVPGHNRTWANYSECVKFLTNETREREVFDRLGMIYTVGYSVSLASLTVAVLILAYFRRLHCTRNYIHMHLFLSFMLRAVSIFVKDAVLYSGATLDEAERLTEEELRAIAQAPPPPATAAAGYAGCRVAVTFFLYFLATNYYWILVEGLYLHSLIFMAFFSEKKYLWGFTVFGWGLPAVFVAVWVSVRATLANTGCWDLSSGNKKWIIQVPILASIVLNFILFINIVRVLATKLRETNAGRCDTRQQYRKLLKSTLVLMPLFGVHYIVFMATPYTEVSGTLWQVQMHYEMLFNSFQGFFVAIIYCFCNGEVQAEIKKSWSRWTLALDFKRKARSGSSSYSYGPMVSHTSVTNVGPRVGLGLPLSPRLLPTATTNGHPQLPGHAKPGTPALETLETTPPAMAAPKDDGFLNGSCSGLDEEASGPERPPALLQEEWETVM
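HEK-293-derived GP2 cells expressing PTHR1 and a GloSensor cAMP reporter, 3,000/well, plated overnight, given luciferin plus IBMX (each 0.5 mM as added) for 1 h at 37 °C, then compound for 1 h at 37 °C. Luminescence was read after 15 min at room temperature.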
D3 antag = blocks the human D3 dopamine receptor; hit rate 2.5% among 360,000; max response, negative = inhibition, %; P35462; D3R cells, DiscoveRx beta-arrestin luminescence, antagonist mode; active compounds read low; in the data active = max response below about -50%; inconclusive = no clear call, values can overlap the other calls; note: % is set by controls: 0 for no effect and ±100 for the full control effect; mostly tested at two doses, the higher about 12 µM
Target sequence (P35462 whole entry, looked up): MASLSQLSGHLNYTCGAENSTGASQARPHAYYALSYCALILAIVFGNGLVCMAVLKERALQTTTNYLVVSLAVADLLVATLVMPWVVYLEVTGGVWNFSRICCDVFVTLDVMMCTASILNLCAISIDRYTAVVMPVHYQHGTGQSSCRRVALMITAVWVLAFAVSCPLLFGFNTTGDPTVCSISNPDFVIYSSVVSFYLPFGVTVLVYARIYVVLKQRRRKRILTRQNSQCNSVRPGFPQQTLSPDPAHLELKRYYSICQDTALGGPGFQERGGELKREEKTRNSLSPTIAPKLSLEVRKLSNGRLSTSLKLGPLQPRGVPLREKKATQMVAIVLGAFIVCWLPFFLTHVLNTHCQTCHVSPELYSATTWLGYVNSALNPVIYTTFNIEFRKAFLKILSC
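Cells expressing the human receptor were seeded at 1500 cells/well, incubated overnight at 37 degrees C in 5% CO2, then exposed to library compounds with dopamine controls for 90 minutes at 37 degrees C before luminescent detection.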
FUS suppressor = FUS proteinopathy suppression in yeast; hit rate 0.24% among 390,000; Potency, µM (titrated, usually from 76.6 µM), for the others: at the top dose growth rescue (activation), usual class: activators; S. cerevisiae FUS-expressing, growth rescue, OD600, 24 h;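 note: potency is the fitted concentration of half-maximal effect; plate controls were DMSO vehicle for no effect and reference control for full effect; nearly all actives have a fitted effect of over 55% in size; some results filed as inactive show a strong effect at the top dose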
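Galactose (2%) drives FUS expression in yeast precultured in raffinose; seeding density OD 0.005. Test compounds incubated 24hr at 30C and 99% humidity before absorbance at 600 nm was measured.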
Abeta rescue = A-beta toxicity reversal in yeast; yeast expressing A-beta42, growth rescue, OD600, 48 h; response scale: 0% DMSO, 100% iron-clioquinol control; hit rate 0.063% among 410,000; Potency, µM (doses to about 46.1 µM), for inactives: at the highest dose growth rescue, usual class: activators; AID 1347071; note: potency is the fitted concentration of half-maximal effect; nearly all actives have a fitted effect of over 55% in size
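Yeast growth medium received pinned compounds, then yeast cells expressing toxic A-beta were added; plates incubated at 30 C for 48 hr. Growth read as absorbance at 600 nm, normalized to DMSO and equimolar FeCl3 plus clioquinol controls.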
Starred values were filed as active, the others as inactive; i = inactive; u = inconclusive; x = not tested or not shown; [ ] = remark or other dose. Unless noted, calls come from the whole dose curve; as a rule, active = well fitted curve in the direction sought with a large enough effect; inconclusive = small, poorly fitted or top-dose-only effect, or another doubt; inactive = no such curve, though single readings can be large; an effect the other way counts as inactive or inconclusive. These rows are one share of the data; rates above refer to the full screens.

SMILES | aSyn yeast inh | TDP43 rescue | GLP1R ag | Akt phos inh | GLP1R inv ag | PTHR1 agonist | D3 antag | FUS suppressor | Abeta rescue
CC(C)OP(=O)(OC(C)C)C(O)c1cccc([N+](=O)[O-])c1 (stereo unspecified) | -5% | 5% | 11% | i | 20% | i | -1 | -13% | 4%
COc1cccc(CN(C(=O)Cc2c[nH]c3ccccc23)C(C(=O)NC2CCCCC2)c2ccc(C)o2)c1 (stereo unspecified) | 8% | 1% | -5% | i | u | i | 23 | 16% | -2%
COc1ccc(S(=O)(=O)NCC(c2cccs2)N2CCc3ccccc3C2)cc1 (stereo unspecified) | 1% | -1% | -4% | i | u | i | 4 | 14% | 1%
Cc1c(Cl)cccc1-n1nnc(-c2nc(-c3ccc4c(c3)OCO4)no2)c1C | x | u | x | x | 3% | -31%[inhibitor] | x | -26% | -5%
CCC(=O)Nc1c(-c2ccc(Cl)cc2)c(=O)c2ccccc2n1C | -10% | -1% | 8% | i | 9% | -5% | -8 | -17% | -10%
CC(=O)c1cnc2cc(-c3ccccc3)nn2c1C | -4% | -2% | -2% | i | 41%[activator] | i | 14 | 0% | 5%
Cc1ccc(Cl)cc1NC(=O)c1cc2ccccc2cc1O | 7% | 29% | -3% | i | u | i | 27 | 28% | -5%
CCOc1cc(CNCCO)c(Cl)cc1OCC(=O)NCCc1ccccc1 | 0% | -15% | 0% | i | 0% | i | -17 | -5% | -2%
Cc1ccc(OC(=O)c2cc3ccccc3o2)cc1 | -19% | 0% | -35%[inhibitor] | i | 16% | -18% | -6 | -21% | -32%
CC1=C(C(=O)Nc2ccccc2C)C(c2cccnc2)n2nc(SCc3ccccc3F)nc2N1 (stereo unspecified) | x | -2% | 0% | x | 14% | -18% | x | 24% | -14%
Cc1cc(N2C(=O)C3C4CCC(C4)C3C2=O)no1 (stereo unspecified) | -4% | -16% | 5% | i | 8% | -18% | -12 | 8% | 2%
COc1ccccc1NC(=O)c1ccc2c(=O)n3c(nc2c1)CCC3 | 13% | 0% | 19% | i | 25% | -16% | 10 | 17% | -1%
Cc1nnc(SCC(=O)NCc2ccccc2Cl)c2nn(-c3ccccc3)c(C)c12 | x | 5% | x | x | 10% | -1% | x | -16% | -19%
COc1ccc(-c2nc3scc(CCNS(=O)(=O)c4cccs4)n3n2)cc1 | x | 25µM* | x | x | 9% | -2% | x | 33% | -3%
COc1ccccc1OCc1nnc(SCC(N)=O)n1-c1ccccc1 | -11% | -7% | 7% | i | 4% | i | 1 | -11% | -13%
O=C(CSc1nnc2scc(-c3ccc(Cl)cc3)n12)Nc1cccc(C(F)(F)F)c1 | x | 8% | x | x | 1% | -15% | x | 7% | -14%
CC(C)(C)OC(=O)N(Cc1ccccc1)Cc1ccccc1OCc1cccc(NC(=O)C2CC2)c1 | -34%[inhibitor] | 11% | 3% | i | 10µM* | -22% | 37 | 34% | 3%
CCC(C)C(NC=C1C(=O)OC(C)(C)OC1=O)C(=O)O (stereo unspecified) | -1% | -9% | -2% | i | 0% | -23%[57.5 µM] | 13 | 32% | -7%
CC(C)CCN1CCN(Cc2ccc(C#CC(C)(C)O)s2)CC1CCO (stereo unspecified) | 1% | 4% | 0% | i | -11%[0.307 µM] | 16% | -8 | -6% | 15%
Cc1cccc(CNC(=O)c2ccc(NC(=O)N3CCSc4ccccc43)cc2)c1 | x | 21% | x | x | u | i | x | -5% | 0%
CCN(c1ccccc1)S(=O)(=O)c1ccc(C(=O)Nc2ccncc2)cc1 | -1% | -3% | 6% | i | u | -38% | u | 15% | -14%
CCC(C)NCCOCCOc1ccc(Br)cc1C (stereo unspecified) | 1% | 5% | -3% | i | u | i | -71* | x | 0%
O=C(COCc1cc(-c2ccc3c(c2)OCO3)on1)Nc1cccnc1Cl | 1% | 3% | 8% | i | 41%[activator] | -21% | -15 | -2% | -23%
CCC(C(=O)NC1CCCC1)N(C(=O)Cn1nnc(-c2cccs2)n1)c1cnc2ccccc2c1 (stereo unspecified) | -3% | 1% | 2% | i | -11% | i | 4 | 28% | -19%
Cc1cccc(Oc2coc3cc(OC(=O)c4cccs4)ccc3c2=O)c1 | 1% | 11% | -10% | i | 2% | -13%[57.5 µM] | 14 | 15% | -3%

Going on with the list:
SMILES | aSyn yeast inh | TDP43 rescue | GLP1R ag | Akt phos inh | GLP1R inv ag | PTHR1 agonist | D3 antag | FUS suppressor | Abeta rescue
O=C(c1c(Cl)nc2sccn12)N1CCCc2ccccc21 | 18% | u | 1% | i | -3% | -1%[57.5 µM] | -20 | 1% | -23%
O=C(c1ccc2c(c1)OCO2)N1CCc2ccccc2C1 | 5% | -1% | 10% | i | 0% | -5%[57.5 µM] | 7 | 28% | -8%
Cc1ccccc1N(CC(=O)NC1CCCCC1)C(=O)CNC(=O)c1cccs1 | -4% | -6% | 5% | i | 0% | -9% | 16 | 6% | -10%
COc1cccc(N2CCN(C(=O)c3ccc(=O)oc3)CC2C)c1 (stereo unspecified) | -3% | -6% | 1% | i | -21% | -17%[57.5 µM] | 0 | 2% | -2%
CCc1c(C(=O)N/N=C/c2ccsc2)csc1C | -9% | 11% | 2% | i | 0% | i | 9 | x | 1%
CCC(=O)N1CCN=C1SCc1ccccc1 | 6% | 13% | 9% | i | 7% | i | 0 | -19% | 5%
COc1ccc(/C=N/NC(=O)COc2cc(C)cc(C)c2)cc1COC(C)=O | 1% | 13% | 5% | i | 5% | -26% | -1 | -2% | 13%
Cc1cc(C)n(-c2ccc(C(=O)OCC(=O)c3c(N)n(C)c(=O)n(C)c3=O)cc2)n1 | 0% | -4% | 0% | i | 25% | -1%[57.5 µM] | 40 | 19% | 14%
CCC(c1nnc(SCC(=O)Nc2ccc(Cl)cc2C(F)(F)F)n1C1CCCCC1)N(C)C (stereo unspecified) | 1% | -19% | 2% | i | u | u | -12 | 4% | 13%
Cc1cccc(-c2cc3nc4c(c(NCc5ccco5)n3n2)CCCC4)c1 | -47%[inhibitor] | u | 12% | i | u | -4%[57.5 µM] | -12 | 10% | -19%
CN(CC(=O)Nc1ccc(Cl)c(Cl)c1)C(=O)CNC(=O)Cc1ccccc1 | 5% | 24% | -3% | i | -20% | i | 7 | x | 7%
COc1cc(-c2nc3ccccc3c(=O)n2N)cc(OC)c1OC | 5% | 3% | -2% | i | 10% | i | 3 | -35% | 7%
Cc1ccc(NC(=O)c2ccc3ccccc3n2)cc1S(=O)(=O)N1CCOCC1 | -3% | -18% | 21% | i | -9% | -27% | 7 | 4% | -2%
CCOC(=O)N1CCC(NC(=O)c2cccn3c(=O)c4cc(Br)ccc4nc23)CC1 | -4% | -3% | 0% | i | 1% | i | 31 | x | 10%
CCN(C(=O)COC(=O)c1ccc(N2C(=O)c3ccccc3C2=O)cc1)C1CCS(=O)(=O)C1 (stereo unspecified) | 3% | -16% | 2% | i | 5% | i | 3 | 8% | 7%
CN1CCCN(C2C3CC4CC(C3)CC2C4)CC1 (stereo unspecified) | 1% | -5% | 3% | -121%* | u | -9% | -92* | 12% | -14%
CCOC(=O)CSc1nnc(NC(=O)CCc2ccccc2)s1 | -6% | 14% | -7% | i | 14% | 21% | -8 | -18% | x
COc1ccc(CN2CCC(Cc3ccccc3)CC2)cc1OC | -3% | 0% | -6% | i | -16% | i | u | 4% | 10%
COc1ccc(OC)c(NC(=O)CSC2=Nc3ccccc3C3=NC(CC(=O)NCc4ccc(F)cc4)C(=O)N23)c1 (stereo unspecified) | x | 25% | x | x | 26% | i | x | u | 19%
CC(C)(C)SCCNC(=O)c1ccccc1 | 0% | 27% | 2% | i | 14% | -19% | -30 | -43% | 4%[9.22 µM]
O=C1CCC(=O)N1OCCCOc1ccccc1 | x | -10% | 1% | x | -21% | -11% | 0 | 2% | 3%
CCOC(=O)c1c(NC(=O)c2nc(S(C)(=O)=O)ncc2Cl)sc(C(C)=O)c1C | x | 23% | x | x | -27% | 0% | x | -12% | -9%
COc1ccc(CCNC(=O)C(=O)NCc2ccccc2)cc1OC | 4% | 15% | 10% | i | u | i | -7 | -4% | 9%
COc1cccc(=O)c2c(C)n(CC(=O)c3ccccc3)c(C)c12 | 0% | -17% | 0% | i | u | -82%[inhibitor] | -16 | u | -7%
COC(=O)c1cccc(C(=O)N2CCCC(Nc3ccc(C)c(C)c3)C2)c1 (stereo unspecified) | -6% | -7% | 1% | i | u | -7% | -1 | 19% | 2%
COc1ccc(NC(=S)N2c3ccccc3CC2C)cc1OC (stereo unspecified) | -19% | 18% | 5% | i | -6% | 2% | -2 | 1% | -3%
Cc1cc(C)c2c3c(cn2n1)c(=O)n(C)c(=O)n3C | 3% | 7% | -6% | i | 7% | i | 0 | -7% | -5%
OC[C@@H]1CN(Cc2ccccc2)C[C@H](n2cnc3c(NC4CCCC4)ncnc32)O1 | 0% | 24% | 15% | i | 22% | -13% | 12 | -1% | -2%

4 successive records from above, for reference:
SMILES | aSyn yeast inh | TDP43 rescue | GLP1R ag | Akt phos inh | GLP1R inv ag | PTHR1 agonist | D3 antag | FUS suppressor | Abeta rescue
COC(=O)c1cccc(C(=O)N2CCCC(Nc3ccc(C)c(C)c3)C2)c1 (stereo unspecified) | -6% | -7% | 1% | i | u | -7% | -1 | 19% | 2%
COc1ccc(NC(=S)N2c3ccccc3CC2C)cc1OC (stereo unspecified) | -19% | 18% | 5% | i | -6% | 2% | -2 | 1% | -3%
Cc1cc(C)c2c3c(cn2n1)c(=O)n(C)c(=O)n3C | 3% | 7% | -6% | i | 7% | i | 0 | -7% | -5%
OC[C@@H]1CN(Cc2ccccc2)C[C@H](n2cnc3c(NC4CCCC4)ncnc32)O1 | 0% | 24% | 15% | i | 22% | -13% | 12 | -1% | -2%

Source: PubChem BioAssay (National Center for Advancing Translational Sciences (NCATS))
